Source: PubChem BioAssay (several laboratories)
NCF1 inh: blocks human p47phox regulatory protein of NADPH oxidases. p47phox/p22phox peptide binding, fluorescence polarization, 2 h. inhibition, % at 24.7 µM. 220,000 compounds, 0.53% hits. AID 1274;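 active = inhibition above about 30%, limit read from the data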;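 note: 0% = p47phox with labelled peptide and 100% = labelled peptide alone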
EBV gp42 block: inhibitors of Epstein-Barr virus glycoprotein 42; Q1HVG2; Fluorescence polarization binding assay, mP read-out; inhibition, % (tested at 21.74 µM); 220,000 compounds, 0.42% hits; in the data active = inhibition above about 50%
Target sequence (Q1HVG2 whole entry, looked up): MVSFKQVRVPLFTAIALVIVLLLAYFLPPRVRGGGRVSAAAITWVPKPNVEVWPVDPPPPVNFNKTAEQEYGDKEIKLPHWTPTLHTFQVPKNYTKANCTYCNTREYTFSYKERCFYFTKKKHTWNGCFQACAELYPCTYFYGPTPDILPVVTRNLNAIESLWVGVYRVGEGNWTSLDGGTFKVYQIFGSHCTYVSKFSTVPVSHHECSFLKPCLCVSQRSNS
PPC-1+TRAIL kill: compounds killing PPC-1 cancer cells with TRAIL present (potentiator screen, no TRAIL-free arm); AID 1443; PPC-1 cells + TRAIL, ATPLite viability luminescence; 220,000 compounds, 0.41% hits; cell killing (% activity), % at 4 µM;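 active = cell killing above 50% in the first pass at 4 µM, then a duplicate retest at 5 µM averaging 50% or more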;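 note: plate controls were cells with TRAIL plus DMSO for no effect and medium-only wells lacking cells for full effect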
CHOP inh: blocks CHOP induction under ER stress; CHO-K1 CHOP-promoter luciferase, tunicamycin-induced, 15-18 h; inhibition, % at 10 µM; 220,000 compounds, 3.8% hits;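 active = compounds that reduced the stress-induced luciferase reporter signal by more than about 70% of percent inhibition, limit read from the data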;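 note: 0% = tunicamycin plus vehicle and 100% = wells without tunicamycin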
Runt-SMMHC FRET: inhibitors of human RUNX1 Runt domain binding to CBFb-SMMHC; 220,000 compounds, 0.74% hits; Cerulean-Runt/Venus-CBFb-SMMHC FRET ratio 530/480, 1 h; inhibition, % at 20 µM;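 active = mean inhibition across duplicate retests at 20 µM reaching about 50%, limit read from the data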;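 note: 0% = DMSO wells and 100% = wells with excess untagged CBFb-SMMHC; inhibitors lower the FRET ratio by blocking Runt binding to CBFb-SMMHC; some results filed as inactive read as strong as hits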
MDM2 E3 inh: Mdm2 E3 ligase (human) inhibition. Q00987. cell-based MDM2 ubiquitination luciferase reporter, 2 h; 0 = plate control, 100 = twice control, blank-subtracted. signal enhancement, % at 5 µM. AID 1230. 210,000 compounds, 0.11% hits;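 active = signal enhancement of 30% or more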;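 note: luminescence tracks abundance of the self-degrading MDM2-luciferase fusion protein; higher signal means inhibition of MDM2 E3 ligase activity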
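system = mammalian cells stably expressing self-ubiquitinating, self-degrading MDM2 E3–luciferase fusion | quantity = 2000 cells per well seeded | incubation = 4 h cell settling then 2 h compound exposure, 37 °C | signal = SteadyLite luminescence, 15 min reagent step | benchmarks = plate control and blank wells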
zfTRPN1 agonist: agonists of zebrafish TRPN1 channel; activation, % at 3 µM; 220,000 compounds, 0.18% hits; HEK293 zebrafish TRPN1-YFP, Fluo-8 calcium fluorescence; 100% = response to 87 µM carbachol; AID 1424;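 active = activation above its plate's cutoff, the mean activation of test wells on that plate plus 3 SD, cut at about 19% in these data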;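 note: 0% = DMSO alone and 100% = 87 µM carbachol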
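System: zebrafish TRPN1-YFP in HEK293 cells / Dosing: 3 µM single point / Timing: dye loading 1 h at 37 °C, then 30 min room temperature / Signal: Fluo-8 calcium fluorescence, excitation 470-495 nm, emission 515-575 nm / Read-out basis: percent activation from peak over basal fluorescence ratio, control-normalized / Control set: high carbachol 87 µM, low DMSO alone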
TNF necrop inh: TNF-alpha cell death inhibition in Jurkat FADD-/- cells; 220,000 compounds, 0.068% hits; activation (protection from cell death), % at 10 µM; Jurkat FADD-/- TNF necroptosis rescue, ATP luminescence, 24 h; 0 = TNF only, 100 = no-TNF cells;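 active = activation, meaning protection from cell death, of at least 50% relative to plate controls; inactive = activation below 50%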;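 note: necroptosis triggered by 40 ng/mL TNF-alpha added together with compound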
TRPML3 ag: agonists of human TRPML3 channel; AID 1448; activation, % at 3 µM; 220,000 compounds, 0.29% hits; HEK293 TRPML3-YFP, Fluo-8 calcium fluorescence; 100% = the carbachol control signal; Q8TDD5;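 active = activation above its plate's cutoff, the mean activation of the plate's test wells plus 3 SD, cut at about 12% in these data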;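 note: 0% = DMSO only wells and 100% = carbachol wells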
Target sequence (Q8TDD5 whole entry, looked up): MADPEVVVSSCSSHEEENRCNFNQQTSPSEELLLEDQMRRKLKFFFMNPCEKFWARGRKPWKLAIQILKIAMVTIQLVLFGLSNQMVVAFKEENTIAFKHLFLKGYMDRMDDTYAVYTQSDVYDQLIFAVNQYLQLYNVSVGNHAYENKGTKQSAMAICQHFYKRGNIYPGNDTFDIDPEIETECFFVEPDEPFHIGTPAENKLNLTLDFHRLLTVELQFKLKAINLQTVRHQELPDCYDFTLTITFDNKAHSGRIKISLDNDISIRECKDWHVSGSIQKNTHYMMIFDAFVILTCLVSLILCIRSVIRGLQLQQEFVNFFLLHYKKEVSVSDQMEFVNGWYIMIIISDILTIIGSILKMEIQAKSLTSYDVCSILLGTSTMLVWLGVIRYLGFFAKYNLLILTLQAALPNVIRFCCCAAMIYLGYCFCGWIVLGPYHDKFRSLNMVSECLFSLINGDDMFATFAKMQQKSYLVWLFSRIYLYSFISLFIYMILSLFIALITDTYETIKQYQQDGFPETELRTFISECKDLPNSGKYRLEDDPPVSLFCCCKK
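Material: TRPML3-YFP stable HEK293 cells | Dosing: One concentration, 3 µM nominal, 0.3% DMSO | Timing: 125 s total fluorescence read per well | Technique: Fluo-8 calcium dye fluorescence, ex 470-495, em 515-575 nm | Measure: Percent activation from peak-to-basal fluorescence ratio, scaled between DMSO and carbachol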
* = called active by the depositor. Rows were taken by chance. About 5.9% of those tested had a hit in this group.

Cc1nn(-c2ccccc2)c(Cl)c1C1C(C#N)=C(N)OC2=C1C(=O)CCC2 (centres undefined) was read as NCF1 inh -9.1, EBV gp42 block -4.9, PPC-1+TRAIL kill -9.0, CHOP inh 24.5, Runt-SMMHC FRET -8.0, MDM2 E3 inh -23.6, zfTRPN1 agonist 1.2, TNF necrop inh 0.8 and TRPML3 ag 0.6.
Screening CCCCNC(=O)CCCCCNS(=O)(=O)c1ccc(OC)cc1 returned NCF1 inh -5.9, EBV gp42 block -1.3, PPC-1+TRAIL kill 13.9, CHOP inh 12.8, Runt-SMMHC FRET -2.3, MDM2 E3 inh -7.3, zfTRPN1 agonist 1.0, TNF necrop inh 1.9 and TRPML3 ag 0.1.
CC(C)(C)C(=O)COC(=O)c1cc2ccccc2cc1O was read as NCF1 inh -10.8, EBV gp42 block -21.1, PPC-1+TRAIL kill 17.5, CHOP inh 19.1, Runt-SMMHC FRET -2.0, zfTRPN1 agonist -1.6, TNF necrop inh 0.4 and TRPML3 ag 0.0.
C=CCn1c(-c2ccccc2OC)n[nH]c1=S was read as NCF1 inh -5.0, EBV gp42 block -10.0, PPC-1+TRAIL kill 6.9, CHOP inh 25.1, Runt-SMMHC FRET 14.8, MDM2 E3 inh -7.9, zfTRPN1 agonist -0.2, TNF necrop inh 1.4 and TRPML3 ag -0.2.
O=C(Nc1nc2c(s1)CN(Cc1ccccc1)CC2)c1c(F)cccc1F was read as NCF1 inh -10.3, EBV gp42 block -25.6, PPC-1+TRAIL kill 3.6, CHOP inh -3.6, Runt-SMMHC FRET 98.0*, MDM2 E3 inh -5.8, zfTRPN1 agonist 3.4, TNF necrop inh 1.6 and TRPML3 ag 0.7.
Screening COc1ccc(CCNC(=O)C2=COCCO2)cc1 returned NCF1 inh -5.6, EBV gp42 block -0.6, PPC-1+TRAIL kill 28.4, CHOP inh 13.8, Runt-SMMHC FRET -0.8, MDM2 E3 inh 10.0, zfTRPN1 agonist -0.9, TNF necrop inh -1.8 and TRPML3 ag 1.0.
For Cc1ccc(NC(=O)Nc2nnc(-c3ccncc3)s2)cc1C the results were NCF1 inh 8.2, EBV gp42 block 15.1, CHOP inh 103.8*, MDM2 E3 inh 4.3, zfTRPN1 agonist 9.7, TNF necrop inh 2.2 and TRPML3 ag 2.4.
O=C(N/N=C/c1ccc(F)cc1)c1sccc1OCc1ccc(F)cc1 was read as NCF1 inh -6.7, EBV gp42 block 8.4, PPC-1+TRAIL kill 48.3, CHOP inh -24.8, Runt-SMMHC FRET 0.5, MDM2 E3 inh -7.5, zfTRPN1 agonist 0.8, TNF necrop inh -16.7 and TRPML3 ag -0.9.
Screening O=C(C[n+]1ccc(C(=O)NCc2ccccc2)cc1)c1ccc(OC(F)F)cc1 returned NCF1 inh -13.2, EBV gp42 block -3.9, PPC-1+TRAIL kill 7.5, CHOP inh 16.9, Runt-SMMHC FRET -0.3, MDM2 E3 inh -18.8, zfTRPN1 agonist -1.3, TNF necrop inh -0.3 and TRPML3 ag 0.4.
COc1ccccc1C(=O)Nc1ccc(S(=O)(=O)N2CCc3ccccc32)cc1 was read as NCF1 inh -7.8, EBV gp42 block -17.8, PPC-1+TRAIL kill 4.2, CHOP inh 31.8, Runt-SMMHC FRET 8.5, MDM2 E3 inh 1.0, zfTRPN1 agonist -0.6, TNF necrop inh 6.9 and TRPML3 ag 0.3.
Screening CC(=O)N1c2c(cc(Br)cc2S(=O)(=O)N2CCN(c3ccccn3)CC2)CC1C (centres undefined) returned NCF1 inh -24.5, EBV gp42 block -10.3, PPC-1+TRAIL kill 8.7, CHOP inh -12.9, Runt-SMMHC FRET -2.8, MDM2 E3 inh -10.9, zfTRPN1 agonist 2.2, TNF necrop inh -2.8 and TRPML3 ag 1.1.
CC(C)(C)n1nnnc1C(c1cccnc1)N1CCN(C2CCCCC2)CC1 (centres undefined) was read as NCF1 inh -20.5, EBV gp42 block -21.2, PPC-1+TRAIL kill -6.4, CHOP inh 24.7, Runt-SMMHC FRET 2.0, MDM2 E3 inh -11.3, zfTRPN1 agonist 1.5, TNF necrop inh 0.2 and TRPML3 ag 0.7.
c1ccc(CNc2nc(-c3cccnc3)cs2)cc1 was read as NCF1 inh -9.0, EBV gp42 block 10.1, PPC-1+TRAIL kill -2.6, CHOP inh 9.1, Runt-SMMHC FRET 1.9, MDM2 E3 inh -14.3, zfTRPN1 agonist -2.5, TNF necrop inh 2.6 and TRPML3 ag -0.5.
For CCN(CCCNC(=O)c1c(C)cc(=O)oc1C)c1ccccc1 the results were NCF1 inh -5.8, EBV gp42 block -5.9, PPC-1+TRAIL kill 21.0, CHOP inh -11.2, Runt-SMMHC FRET -3.1, MDM2 E3 inh 9.9, zfTRPN1 agonist -1.2, TNF necrop inh -0.5 and TRPML3 ag -1.0.
Screening CC(C)(C)Nc1c(-c2ccc(O)cc2)nc2ccc(Cl)cn12 returned NCF1 inh -3.9, EBV gp42 block -5.1, CHOP inh 12.6, MDM2 E3 inh -7.6, zfTRPN1 agonist 2.5, TNF necrop inh 0.4 and TRPML3 ag 1.1.

Next section, overlapping the part above by 2 compounds.
For CCN(CCCNC(=O)c1c(C)cc(=O)oc1C)c1ccccc1 the results were NCF1 inh -5.8, EBV gp42 block -5.9, PPC-1+TRAIL kill 21.0, CHOP inh -11.2, Runt-SMMHC FRET -3.1, MDM2 E3 inh 9.9, zfTRPN1 agonist -1.2, TNF necrop inh -0.5 and TRPML3 ag -1.0.
Screening CC(C)(C)Nc1c(-c2ccc(O)cc2)nc2ccc(Cl)cn12 returned NCF1 inh -3.9, EBV gp42 block -5.1, CHOP inh 12.6, MDM2 E3 inh -7.6, zfTRPN1 agonist 2.5, TNF necrop inh 0.4 and TRPML3 ag 1.1.
For CCOc1ccc(C2=Nn3c(nnc3-c3ccccc3OC)SC2)cc1 the results were NCF1 inh -7.5, EBV gp42 block -1.1, PPC-1+TRAIL kill -12.5, Runt-SMMHC FRET 2.2, MDM2 E3 inh -16.3, zfTRPN1 agonist -1.4, TNF necrop inh -11.9 and TRPML3 ag -2.0.
`c1cc2c(cc1-c1cnc3n1CCC3)OCCO2` gave NCF1 inh -12.9, EBV gp42 block -14.1, PPC-1+TRAIL kill 17.9, CHOP inh -0.1, Runt-SMMHC FRET 5.6, MDM2 E3 inh -38.9, zfTRPN1 agonist 1.1, TNF necrop inh 0.0 and TRPML3 ag 0.2.
`COCCOC(=O)C1=C(C)NC2=C(C(=O)CCC2)C1c1ccc(N(C)C)cc1` (centres undefined) gave PPC-1+TRAIL kill 19.5, Runt-SMMHC FRET 12.3, zfTRPN1 agonist 1.1, TNF necrop inh 0.7 and TRPML3 ag 1.1.
COc1ccc(N2CC(C(=O)N/N=C/c3c[nH]c4ccccc34)CC2=O)cc1 (centres undefined) was read as NCF1 inh -4.5, EBV gp42 block -3.5, PPC-1+TRAIL kill -7.5, CHOP inh 25.7, Runt-SMMHC FRET 1.8, MDM2 E3 inh -24.9, zfTRPN1 agonist 0.4, TNF necrop inh 0.1 and TRPML3 ag 1.5.
For COc1ccc(C(=O)CSc2nnc(-c3cc(C)cc(C)c3)o2)cc1 the results were NCF1 inh -2.9, EBV gp42 block -10.6, PPC-1+TRAIL kill -7.9, CHOP inh 25.9, Runt-SMMHC FRET -7.6, MDM2 E3 inh -9.3, zfTRPN1 agonist 0.0, TNF necrop inh -4.2 and TRPML3 ag 1.0.
O=C(c1ccccc1)N1CCN(CC(O)COCC2CC=CCC2)CC1 (centres undefined) was read as NCF1 inh 1.8, EBV gp42 block -14.6, PPC-1+TRAIL kill -4.4, CHOP inh 4.0, Runt-SMMHC FRET 3.4, MDM2 E3 inh -32.6, zfTRPN1 agonist 0.4, TNF necrop inh 0.7 and TRPML3 ag 0.7.
Screening O=C(c1ccccc1)c1ccc(OCCOCCN2CCN(Cc3ccccc3)CC2)cc1 returned NCF1 inh 13.7, EBV gp42 block -0.8, PPC-1+TRAIL kill 25.9, CHOP inh 34.2, Runt-SMMHC FRET -2.7, MDM2 E3 inh -7.0, zfTRPN1 agonist 5.6, TNF necrop inh 1.5 and TRPML3 ag 2.7.
Screening CCc1ccc(-c2csc3[n+]2CCN3C(C)=O)cc1 returned NCF1 inh -2.0, EBV gp42 block 1.6, PPC-1+TRAIL kill -7.3, CHOP inh 8.6, Runt-SMMHC FRET 31.4, MDM2 E3 inh -30.2, zfTRPN1 agonist 0.2, TNF necrop inh -1.3 and TRPML3 ag 0.0.
Nc1nonc1-c1nc2ccccc2[nH]1 was read as NCF1 inh -15.9, EBV gp42 block -11.8, PPC-1+TRAIL kill 5.8, CHOP inh 19.5, Runt-SMMHC FRET -0.3, MDM2 E3 inh 4.9, zfTRPN1 agonist 2.8, TNF necrop inh -1.4 and TRPML3 ag 0.7.
For Clc1ccc(C[n+]2csc3ccccc32)cc1 the results were NCF1 inh -12.2, EBV gp42 block -5.8, PPC-1+TRAIL kill -18.9, CHOP inh 21.3, Runt-SMMHC FRET 49.3, MDM2 E3 inh 11.9, zfTRPN1 agonist -0.5, TNF necrop inh -3.5 and TRPML3 ag 0.1.
`O=C(Nc1ncccc1Cl)C1COc2ccccc2O1` (centres undefined) gave NCF1 inh -2.5, EBV gp42 block -25.6, PPC-1+TRAIL kill 13.1, CHOP inh -17.4, Runt-SMMHC FRET 0.4, MDM2 E3 inh -22.7, zfTRPN1 agonist -0.8, TNF necrop inh 1.9 and TRPML3 ag 0.6.
Screening COc1ccc(CC(=O)Nc2ccc(OC)c(NC(=O)c3ccco3)c2)cc1 returned NCF1 inh -1.2, EBV gp42 block -16.1, PPC-1+TRAIL kill 0.2, CHOP inh 11.0, Runt-SMMHC FRET -1.2, MDM2 E3 inh -9.6, zfTRPN1 agonist -1.6, TNF necrop inh -1.9 and TRPML3 ag -0.3.
Screening O=C(c1cnn2c1NC(c1ccc(Br)cc1)CC2C(F)(F)F)N1CCN(C23CC4CC(CC(C4)C2)C3)CC1 (centres undefined) returned NCF1 inh -37.7, EBV gp42 block -2.6, PPC-1+TRAIL kill 18.6, CHOP inh 33.2, Runt-SMMHC FRET 8.4, MDM2 E3 inh 3.2, zfTRPN1 agonist 1.1, TNF necrop inh -1.1 and TRPML3 ag 1.4.
`Cc1ccc(C(=O)O/N=C/c2ccc(N(C)C)cc2)cc1` gave NCF1 inh -10.8, EBV gp42 block -9.4, PPC-1+TRAIL kill 5.2, CHOP inh 11.0, Runt-SMMHC FRET -2.5, MDM2 E3 inh -15.2, zfTRPN1 agonist 1.6, TNF necrop inh -1.9 and TRPML3 ag 0.3.
Screening CCCn1cc(CN2CCC(Cc3cccc(F)c3)(C(=O)OCC)CC2)c(C)n1 returned NCF1 inh -11.5, EBV gp42 block -6.6, PPC-1+TRAIL kill 20.0, CHOP inh 13.8, Runt-SMMHC FRET 1.2, MDM2 E3 inh -8.6, zfTRPN1 agonist -0.9, TNF necrop inh 2.1 and TRPML3 ag 0.7.
